# Assay outcomes (PubChem BioAssay)
# P. falciparum M17LAP: P. falciparum M17LAP inhibitors, primary screen, biochemical, fluorogenic H-Leu-NHMec substrate, 1536-well (AID 1619). recombinant M17LAP, H-Leu-NHMec fluorogenic kinetic assay; higher % means a stronger effect. inhibition, % at 30 µM, or IC50 in µM where a hit was titrated. 220,000 tested, 0.38% active;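 active = compound inhibiting the enzyme by more than half at any dose during confirmatory dose-response retesting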;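 note: plate controls were full reaction with DMSO carrier for no effect and no enzyme background for full effect; strong numbers were not always called active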
# bCat nuc transl: modulators of beta-catenin nuclear translocation | HeLa beta-catenin nuclear translocation, immunofluorescence imaging | nuclear translocation activity, % at 5 µM | 190,000 tested, 0.3% active;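 active = nuclear translocation activity above 50% at 5 µM, with a well cell count of 50 or more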;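 note: per-cell ratio of nuclear to cytoplasmic median beta-catenin stain intensity; plate controls were DMSO negative control for no effect and GSK-3 inhibitor IX positive control for full effect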
#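 System: Human HeLa cells, endogenous beta-catenin | Compound dosing: 5 µM primary, 0.02–20 µM confirmation | Timing: 24 h compound exposure at 37°C, 5% CO2 | Measured by: Fluorescence imaging of beta-catenin antibody stain plus DAPI | Read-out basis: % activation of per-cell nuclear versus cytoplasmic median beta-catenin signal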
# K1F lysis inhibition: protection from phage-mediated lysis, alamar blue read-out – E. coli UTI89, K1F phage, bacterial capsule biogenesis inhibitors (AID 488966); 340,000 tested, 0.02% active; one-dose inhibition, % at 100 µM; IC50 in µM for titrated hits; E. coli UTI89 K1F phage lysis, alamar blue, 2 h; higher % means a stronger effect;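 active = phage lysis inhibition, versus mean bacterial control, above a set limit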;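 note: capsule biogenesis inhibitors block K1F phage lysis so surviving cells raise fluorescence; higher fluorescence means more inhibition of phage lysis; actives were called in the ten point dose series up to 300 µM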
# M1AAP inhibition: P. falciparum M1AAP inhibitors, biochemical, fluorogenic H-Leu-NHMec substrate, 1536-well (AID 1445); recombinant M1AAP, H-Leu-NHMec fluorogenic kinetic assay; higher % means a stronger effect; inhibition, % at 30 µM, or IC50 in µM where a hit was titrated; 220,000 tested, 0.42% active;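 active = primary inhibition above the hit cutoff, then over 50% inhibition at one or more dose response concentrations, cut at about 23% in these data, passing the limit was not always enough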;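 note: plate controls were DMSO full reaction for no effect and no enzyme background for full effect; strong numbers were not always called active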
# MT stabilize HCS: microtubule stabilizers in HeLa cells; HeLa tubulin immunostaining HCS, 24 h; share of cells brighter than vehicle mean+2SD; 200,000 tested, 0.83% active; % tubulin-high responders, % at 10 µM;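 active = plate Z-score above 3 for both tubulin-high and condensed-nucleus cell shares, with cell loss under 80%, at 10 µM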;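 note: anti alpha tubulin signal scored within the nucleus-defined area of each cell; some results filed as inactive read as strong as hits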
# ER stress rescue: protection against thapsigargin-triggered cell killing – 384-well, CSM14.1, ATP luminescence, primary screen (AID 1222). CSM14.1 thapsigargin-induced death rescue, ATP luminescence; higher % means a stronger effect. one-dose cellular ATP content (survival), % at 20 µM; EC50 in µM for titrated hits. 190,000 tested, under 10 active;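 active = EC50 below 50 µM in the dose-response confirmation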;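 note: death triggered by thapsigargin at about 15 µM added after 2 h compound pretreatment; cell ATP read after overnight thapsigargin exposure of roughly 18 to 22 hours; normalized against plate controls of thapsigargin alone and 5% DMSO vehicle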
# Ins promoter up: MIN6 insulin promoter up-regulation | 190,000 tested, 0.3% active | z-score at 5 µM | MIN6 insulin promoter-GFP reporter, high-content imaging; active compounds read high;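 active = z-score above 3 at 5 µM with at least 500 cells counted in the well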
# Autophagy mod: modulators of autophagy | 190,000 tested, 0.98% active | MEF GFP-LC3 puncta imaging; test concentration mostly 10 µM | AID 463193 | calls only at 10 µM (by protocol);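 active = percentage of spot-positive cells more than 3 SD above its plate mean, without a fluorescence outlier flag or 80% toxicity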;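 note: spot-positive cell cutoff set from DMSO-treated cells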
# Dynein cargo inh: blocks dynein driven cargo transport along microtubules. 220,000 tested, 0.47% active. z-score, hits read low. AID 1381. 3617.4 mouse cells, GR-EGFP nuclear translocation imaging; test concentration mostly 20 µM; stimulated with dexamethasone, 1 µM; active compounds read low;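 active = plate z-score of nuclear minus cytoplasmic receptor signal below a set negative limit, without overly bright fluorescence or cell loss, cut at about -3.5 in these data, passing the limit was not always enough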;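 note: z-score of nuclear minus cytoplasmic ring GR-EGFP intensity difference per well; some compounds called inactive have numbers as strong as hits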
#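 Also added: dexamethasone, 1.0 µM final. Medium: tet-free, stripped-serum medium. Detection: fixed, Hoechst-stained cells imaged at 10x for EGFP. Read-out: nuclear-to-cytoplasmic GR-EGFP distribution per well. Times: induction 48 h, compound 1 h, agonist 30 min.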
# Dynein cargo inh cytoplasmic EGFP: second read-out of Dynein cargo inh, no call of its own (marks repeat the call); z-score; measured here: cytoplasmic GR-EGFP intensity; active compounds read high
# Dynein cargo inh nuclear GR-EGFP: also measured in Dynein cargo inh; calls as there; z-score; measured here: nuclear GR-EGFP intensity;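 lower value marks the stronger effect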
# Dynein cargo inh cell count: also measured in Dynein cargo inh; calls as there; z-score; measured here: cell count per field
# Ins promoter up cell count: further read-out of Ins promoter up, marked with its call; cell count; measured here: cytotoxicity, nuclei count;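 total cells summed across four imaged fields per well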
# bCat nuc transl cell count 5 µM: also measured in bCat nuc transl; calls as there; cell count; measured here: cell count, cytotoxicity flag
# MT stabilize HCS Hoechst-high %: second read-out of MT stabilize HCS, no call of its own (marks repeat the call); % Hoechst-high responders; measured here: nuclear condensation Hoechst responders;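 share of cells brighter than vehicle mean plus two SD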
# MT stabilize HCS cytotoxicity %: further read-out of MT stabilize HCS, marked with its call; toxicity, %; measured here: cytotoxicity by cell density;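 0% = mean cell density of plate MIN control wells and 100% = no cells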
# Autophagy mod cell loss 18 h: recorded beside Autophagy mod, whose call it bears; toxicity, %; measured here: cell loss, nuclei count;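 cell loss after 18 h compound exposure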
# The depositor's hits bear a star; i = inactive; . = no result given; + = active, no number; [ ] = remark or other dose.
SMILES,P. falciparum M17LAP,bCat nuc transl,bCat nuc transl cell count 5 µM,K1F lysis inhibition,M1AAP inhibition,MT stabilize HCS,MT stabilize HCS Hoechst-high %,MT stabilize HCS cytotoxicity %,ER stress rescue,Ins promoter up,Ins promoter up cell count,Autophagy mod,Autophagy mod cell loss 18 h,Dynein cargo inh,Dynein cargo inh cytoplasmic EGFP,Dynein cargo inh nuclear GR-EGFP,Dynein cargo inh cell count
COc1ccc(OC)c2sc(NC(=O)C(C)C)nc12,14%,-0.9,1092,-0.7%,5%,10,2.0,5.7,.,1.2,1666,.,.,1.9,-0.072,1.6,-1
Cc1ccnn1CC(=O)N/N=C/c1cn[nH]c1-c1ccccc1,-6%,-0.2,1297,1.0%,-8%,.,.,.,.,-0.48,1086,.,.,1.4,-0.32,0.67,0.34
O=C(NCC1(c2ccccc2)CCOCC1)c1cccs1,3%,0.6,1507,0.2%,4%,2.8,1.9,6.6,-0.6%,-0.28,1500,i,-3,0.94,-0.21,1.2,-1.2
N#Cc1cc([N+](=O)[O-])cnc1Nc1ccccc1,-8%,-1.8,1041,0.4%[50 µM],10%,2.6,2.2,5.1,0.1%,-0.18,1309,i,-2,-0.036,-0.23,0.11,0.67
COC(=O)C(C)Sc1nc2c(cnn2-c2ccc(C)cc2)c(=O)[nH]1 (stereo unspecified),-4%,.,.,-1.8%,-3%,4.6,3.8,6.9,-2.0%,.,.,i,-4,-0.032,-0.34,0.046,-0.027
CCOC(=O)N1CCN(C(=O)c2cc(C)c3c(C)nn(-c4ccccc4)c3n2)CC1,4%,-1.0,902,-1.6%,8%,2.7,2.3,7.2,-0.3%,-1.2,1391,i,-18,-0.46,-0.17,0.0091,0.3
COc1cc(NC(=O)c2cc3nc(-c4ccccc4)cc(-c4ccccc4)n3n2)cc(OC)c1OC,2%,4.9,1368,0.4%,1%,2.7,1.4,3.0,1.1%,-0.82,1050,i,-22,0.17,-0.15,0.58,0.99
COC(=O)Cn1c(O)c(N=NC(=O)OC)c2ccccc21,0%,1.4,1256,0.2%,3%,.,.,.,.,-0.05,1096,.,.,-1.1,-0.28,-0.2,1.1
Brc1cccc(/C=N/Nc2nc(N3CCCCC3)nc(N3CCCCC3)n2)c1,-8%,0.0,1583,.,9%,2.4,2.7,2.6,1.7%,0.23,1018,i,-8,0.29,-0.05,0.29,-1.7
FC(F)(F)c1cc(C(F)(F)F)c2ccc(Oc3ccccc3)nc2n1,-7%,-0.4,1357,0.2%,1%,3.3,0.5,2.1,-0.3%,-0.19,1478,i,-2,-0.17,-0.18,-0.28,0.23
Cc1ccc(NC(=O)/C(C#N)=C/c2ccc(C)s2)c(C)c1,3%,.,.,1.7%,10%,5.1,3.4,8.9,-1.1%,2.4,825,+,5.7*,-0.18,1,0.11,0.74
COc1ccccc1NC(=S)NCCc1ccccc1,4%,-1.5,1366,0.3%,6%,2.0,1.7,3.5,0.1%,-0.07,1592,i,1,0.6,-0.17,-0.61,-1.1
Cc1ccc2nc(SCc3cn4cccnc4n3)[nH]c2c1,6%,-2.8,1058,5.9%,0%,2.6,2.5,9.1,5.4%,-0.08,1478,i,-9,-0.57,-0.26,-0.41,0.23
CCOC(=O)c1cccc(NC(=O)c2ccccc2C)c1,-12%,-5.9,1127,0.0%,-1%,1.8,2.7,5.5,0.3%,-0.06,1493,i,0,-0.68,-0.19,-0.97,0.4
COc1ccc(C=O)cc1COc1ccc(Cl)cc1[N+](=O)[O-],1%,-1.3,1403,3.1%,-3%,2.3,1.6,9.5,1.1%,-0.3,1662,i,3,-0.56,0.29,-0.32,0.24
COc1cc(C2NC(=O)NC(C)=C2[N+](=O)[O-])cc(OC)c1OC (stereo unspecified),15%,1.3,1280,0.1%,5%,.,.,.,.,0.72,1167,.,.,-0.97,-0.27,-0.13,0.61
COc1ccc(C(=O)Nc2nc3ccccc3c(=O)[nH]2)cc1,-3%,-5.2,1206,2.2%,4%,1.6,1.4,1.3,-2.8%,-0.84,871,i,1,-1.2,-0.18,-0.62,0.79
CCCCNC(=O)c1ccc(Cn2c(=S)[nH]c3c([nH]c4ccc(OC)cc43)c2=O)cc1,11%,-1.4,1084,3.8%,4%,3.5,3.7,6.5,-2.7%,-0.46,1440,i,20,-0.63,-0.25,-0.015,0.76
O=S(Cc1ccc(Br)cc1)Cc1nnc(SCc2c(Cl)cccc2Cl)n1-c1ccccc1 (stereo unspecified),9%,-0.2,1026,-0.1%,-1%,1.6,1.1,4.5,-2.0%,-2.1,1041,i,-19,-0.36,-0.21,0.17,-0.086
COCCn1c(SCC(=O)N2CCC(C)CC2)nc2ccccc2c1=O,4%,-1.4,1115,0.0%,-2%,6.9,1.3,2.1,-0.5%,-0.73,1178,i,15,-0.24,-0.24,0.15,0.58
Cc1c(C(=O)NCCSCc2ccco2)cccc1[N+](=O)[O-],-8%,-4.7,553,2.9%,4%,1.3,1.5,0.5,12%,-0.14,1374,i,-7,-0.23,-0.17,0.09,0.31
CC(Sc1nnc(CNc2cccc3ccccc23)n1-c1ccccc1)C(=O)N/N=C/c1ccco1 (stereo unspecified),4%,0.8,1459,1.5%,9%,1.9,1.1,5.9,3.6%,1.1,1557,i,12,0.57,-0.22,0.8,0.014
COc1ccc(C2CC(c3ccccc3)=NN2C(=O)COC(=O)c2nc3nc(C)cc(C)n3n2)cc1 (stereo unspecified),-3%,-3.9,1179,0.1%,1%,2.7,2.3,5.6,-0.5%,0.48,1001,i,0,0.32,-0.24,0.28,-1.1
Cc1ccc2oc(=O)n(CCOc3ccccc3)c2c1,20%,-0.4,910,-0.2%,1%,0.8,1.2,2.9,-0.2%,-0.28,1397,i,-4,0.77,-0.28,0.33,-0.14
Cc1nccc(-c2cccc(NC(=O)c3ccccc3Cl)c2)n1,-4%,-0.4,1325,-0.4%,5%,.,.,.,.,-0.7,1477,.,.,0.067,-0.23,0.005,0.16

# Later entries
SMILES,P. falciparum M17LAP,bCat nuc transl,bCat nuc transl cell count 5 µM,K1F lysis inhibition,M1AAP inhibition,MT stabilize HCS,MT stabilize HCS Hoechst-high %,MT stabilize HCS cytotoxicity %,ER stress rescue,Ins promoter up,Ins promoter up cell count,Autophagy mod,Autophagy mod cell loss 18 h,Dynein cargo inh,Dynein cargo inh cytoplasmic EGFP,Dynein cargo inh nuclear GR-EGFP,Dynein cargo inh cell count
CC(OC(=O)CCCc1nc2ccccc2s1)C(N)=O (stereo unspecified),-5%,-3.5,1290,6.7%,1%,1.3,1.4,3.3,1.8%,0.14,1080,i,-2,0.25,0.15,0.52,-1.8
CC(C)Oc1ccc(C(=O)NCC(=O)O)cc1,11%,-0.8,1375,-0.1%,0%,.,.,.,.,0.24,1098,.,.,0.045,-0.23,0.032,0.8
CCCCNC(=O)C1CCCN1C(=O)NC1CCCCC1 (stereo unspecified),15%,-2.6,1144,1.0%,-1%,4.4,3.0,8.6,-1.0%,0.79,1192,i,-6,-0.74,-0.21,-0.36,0.86
CCOC(=O)N1CCC(N(C(=O)Nc2ccc(Cl)c(Cl)c2)C(C)CC)CC1 (stereo unspecified),-3%,2.2,1074,1.3%[50 µM],6%,3.1,2.2,13,.,-6.2,559,i,13,-0.51,-0.057,-0.18,-0.041
O=C(COc1ccc([N+](=O)[O-])cc1)Nc1ccccc1N1CCCC1,2%,-1.3,1001,0.9%,5%,1.6,1.2,3.6,-1.1%,-1.3,1416,i,-22,-0.48,-0.33,-0.42,0.98
Cc1nc(-c2cc(C#N)c(Sc3ccc(Cl)cc3Cl)nc2C)cs1,1%,-4.3,1146,-1.3%,9%,.,.,.,.,-0.17,1336,.,.,0.11,-0.19,-0.037,0.55
NC(=O)[C@H]1CC2(CC(c3cccc(NC(=O)COc4ccc(Cl)cc4)c3)=NO2)CN1C(=O)c1ccccc1C(=O)c1ccccc1 (stereo partly specified),-4%,-0.4,1203,-1.7%,7%,.,.,.,.,-0.61,953,.,.,-0.09,-0.75,-0.041,0.18
CCn1c(NC(=O)c2ccc(COc3ccc(C)cc3[N+](=O)[O-])o2)nc2ccccc21,9%,.,.,3.4%,5%,2.5,1.9,3.6,1.7%,-1.1,876,i,-1,0.064,-0.18,0.18,0.52
N#CCC(=O)N/N=C/c1coc2ccccc2c1=O,11%,0.1,1332,-0.9%,2%,.,.,.,.,0.07,1009,.,.,-0.064,-0.23,0.45,0.44
CSc1nnc2ccc(-c3cccs3)nn12,4%,0.1,1063,0.0%,3%,1.6,2.6,1.8,.,0.89,1348,i,3,0.8,-0.26,0.23,-0.48
CC(=O)Nc1ccc(Sc2ncccc2C(=O)Nc2ccc(OC(F)(F)F)cc2)cn1,-4%,-5.5,1140,0.4%,9%,1.5,1.1,3.4,-1.7%,0.81,1793,i,6,0.3,-0.21,-0.41,0.51
CCN(CC)S(=O)(=O)c1ccc(C(=O)C(C#N)c2ccccn2)cc1 (stereo unspecified),0%,-0.9,1108,0.3%,12%,3.3,3.4,4.5,-0.4%,0.81,1069,i,13,1.5,-0.25,0.7,-1.1
Cc1ccsc1/C=N/NC(=O)C(=O)NCC(C)C,-1%,-0.5,1059,-0.2%,8%,1.4,1.6,5.0,-1.7%,.,.,i,12,-0.12,-0.24,0.032,0.67
